Screens: PubChem, The Scripps Research Institute Molecular Screening Center
FBW7 activator: FBW7 E3 ligase activators, primary screen, biochemical, AlphaScreen, human | AID 1259310, 2017 | AlphaScreen FBW7–phospho-cyclin E peptide binding, activator screen | 650,000 compounds, 0.13% hits | normalized activity (activation), % at 26.1 µM | F-box/WD repeat-containing protein 7 (Homo sapiens), Q969H0; in the data active = normalized activity above about 1.9%;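 also: purified mutant Fbw7 with reduced substrate affinity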
Target sequence (Q969H0 whole entry, looked up): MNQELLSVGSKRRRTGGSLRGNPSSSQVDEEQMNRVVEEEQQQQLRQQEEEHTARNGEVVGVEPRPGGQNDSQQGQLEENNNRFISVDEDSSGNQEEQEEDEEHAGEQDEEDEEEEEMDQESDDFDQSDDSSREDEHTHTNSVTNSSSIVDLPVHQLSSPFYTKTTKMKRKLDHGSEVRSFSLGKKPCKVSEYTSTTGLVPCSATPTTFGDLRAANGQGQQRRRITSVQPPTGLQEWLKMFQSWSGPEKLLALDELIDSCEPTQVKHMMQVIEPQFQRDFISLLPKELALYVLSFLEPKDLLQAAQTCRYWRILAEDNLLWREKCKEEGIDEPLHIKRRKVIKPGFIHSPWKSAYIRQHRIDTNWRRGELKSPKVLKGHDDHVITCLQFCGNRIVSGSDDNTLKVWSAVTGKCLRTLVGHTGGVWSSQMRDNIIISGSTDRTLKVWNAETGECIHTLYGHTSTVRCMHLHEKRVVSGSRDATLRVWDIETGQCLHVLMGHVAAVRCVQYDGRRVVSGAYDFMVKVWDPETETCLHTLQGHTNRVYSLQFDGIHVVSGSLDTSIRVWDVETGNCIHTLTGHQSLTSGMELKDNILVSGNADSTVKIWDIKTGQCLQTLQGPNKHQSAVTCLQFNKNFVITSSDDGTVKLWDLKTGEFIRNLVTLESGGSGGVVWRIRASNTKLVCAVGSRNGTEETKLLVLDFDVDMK
TEAD-YAP block: TEAD-YAP interaction inhibition, primary screen, TEAD-YAP interaction inhibitor project, luminescence, HEK-TIYL cells; TEAD-Gal4/YAP UAS-luciferase luminescence; inhibition, % at 9.12 µM; 640,000 compounds, 1.4% hits; in the data active = inhibition above about 32%;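 also: 0% = median of test compound wells and 100% = reference inhibitor wells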
GPR151 activ: activators of human GPR151, primary screen, cell-based, PathHunter beta-arrestin, luminescence; 650,000 compounds, 1% hits; G-protein coupled receptor 151 (Homo sapiens), Q8TDV0; PathHunter beta-arrestin GPR151 cells; activation, % at 11.2 µM; in the data active = activation above about 4.9%;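 also: 0% = median of compound wells and 100% = cells with positive control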
MITF primary: MITF inhibitors, primary screen, biochemical, AlphaScreen, human. AlphaScreen MITF homodimerization, bead proximity signal. inhibition, % at 2.6 µM. 650,000 compounds, 0.91% hits; in the data active = inhibition above about 50%;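 also: 0% = vehicle wells with protein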
Active calls of the source: *; · = not tested or not shown; & = joins results of further samples. Rows were taken by chance. About 3.4% of those tested had a hit in this group.

structure	FBW7 activator	TEAD-YAP block	GPR151 activ	MITF primary
CN(C)c1ccc(/C=C/CN2CCC3(CC2)CC3C(=O)NCc2cccnc2)cc1 (stereo not given)	-0.1	-10	1.4	6
Cc1c(C(=O)N2CCN(C)CC2)sc2ncn(CC(=O)N3CCC(C)CC3)c(=O)c12	-0.2	6	0.3	12
COC(=O)c1ccc(Oc2ncnc3sc4c(c23)CCCC4)cc1	-0.1	-9	0.4	-5
COc1ccc(CCN(C)C2CCCN(C(=O)c3cnc4ccccc4c3)C2)cc1OC (stereo not given)	0.3	13	-0.7	7
COCCCNc1nc2c(c(=O)n(C)c(=O)n2C)n1Cc1c(Cl)cccc1Cl	-0.1	-1	0.7	6
CCOc1ccc(-c2cc(N)n(S(=O)(=O)c3ccc(F)c(C)c3)n2)cc1	0.1	-1	-0.1	14
O=C(c1sc(=S)n2c1[nH]c(=O)c1ccccc12)N1CCCCC1	0.8	-7	-0.3	10
Cc1ccccc1N1CC(O)(c2cccs2)[N+]2=C1SCCC2 (stereo not given)	0.0	4	-0.5	5
Cn1ncc(Cl)c(C(C#N)c2nc3ccccc3n2C)c1=O (stereo not given)	0.1	3	0.4	-12
Cc1cc2nc(C)n(CC(=O)O)c2cc1C	-0.1	-6	0.5	-12

Laid out differently: entries from further up.
> CCOc1ccc(-c2cc(N)n(S(=O)(=O)c3ccc(F)c(C)c3)n2)cc1
  FBW7 activator: 0.1
  TEAD-YAP block: -1
  GPR151 activ: -0.1
  MITF primary: 14

> O=C(c1sc(=S)n2c1[nH]c(=O)c1ccccc12)N1CCCCC1
  FBW7 activator: 0.8
  TEAD-YAP block: -7
  GPR151 activ: -0.3
  MITF primary: 10

> Cc1ccccc1N1CC(O)(c2cccs2)[N+]2=C1SCCC2 (stereo not given)
  FBW7 activator: 0.0
  TEAD-YAP block: 4
  GPR151 activ: -0.5
  MITF primary: 5

> Cn1ncc(Cl)c(C(C#N)c2nc3ccccc3n2C)c1=O (stereo not given)
  FBW7 activator: 0.1
  TEAD-YAP block: 3
  GPR151 activ: 0.4
  MITF primary: -12

The listing continues:
structure	FBW7 activator	TEAD-YAP block	GPR151 activ	MITF primary
Cc1cc(/C=N/NC(=O)c2cccnc2)c(C)n1-c1cc(C(=O)O)cc(C(=O)O)c1	-0.1	5	0.6	41
Cc1cc(NC(=O)C(C)(C(F)(F)F)C(F)(F)F)no1	0.3	-2	-0.6	13
O=C(NCCc1ccccc1)C1C(c2ccccc2)C1(Cl)Cl (stereo not given)	0.5	6	-1.0	12
CCOC(=O)c1c(C)oc(NC(=O)COC(=O)c2cc(C)cc(C)c2)c1C#N	0.4	3	0.0	5
CSc1ccc(/C=N/NC(=O)c2nnn(-c3nonc3N)c2CN(C)C)cc1	-0.1	-6	-0.4	-3
CC(=O)Nc1cc(C(=O)O)ccc1Nc1ccc(OCc2ccccc2)cc1	-0.1	-1	-0.1	8
CC(C)(C)NS(=O)(=O)c1ccc(NC(=O)c2ccccc2[N+](=O)[O-])cc1	-0.1	-3	-0.4	2
Cc1ccc2cc(C=O)c(N3CCOCC3)nc2c1	0.5	5	1.1	11
O=C1CSC(c2ccc(Cl)cc2)N1c1c(F)cccc1F (stereo not given)	0.3	-4	-1.4	15
NC(=S)N/N=C/c1c(O)ccc2oc3c(c12)CCCC3	0.0	-11	0.5	3

(continued)
structure	FBW7 activator	TEAD-YAP block	GPR151 activ	MITF primary
N#C/C(=C/c1ccc(I)o1)C(=O)N1CCOCC1	0.0	4	0.4	39
CCC(=O)c1ccccc1OCCCSc1ncccn1	1.0	-86	1.3	14
COC(=O)c1ccsc1NC(=O)c1ccc(Br)cc1	0.3	9	-0.7	-4
Cc1cn2c3c(=O)n(C)c(=O)n(C)c3nc2n1Cc1ccco1	-0.3	3	-1.5	-6
Nc1nccc(-c2cc(F)c3nc(C4COc5ccc(C(=O)NC6CC6)cc5C4)[nH]c3c2)n1 (stereo not given)	0.0	-13	0.2	0
COc1ccc(Cl)cc1NC(=O)c1noc2c1COc1ccccc1-2	0.1	1	-0.3	6
CN(Cc1ccccc1)c1nc2nonc2nc1N1CCCO1	-0.1	-6	-1.1	-6
Cc1ccccc1NC(=O)N1CCCC1c1nc2ccccc2[nH]1 (stereo not given)	0.2	-3	-0.1	8
Cc1nnc(NC(=O)CSc2nc(N)c3c(C)c(C)sc3n2)s1	0.8	0	-1.9	22
COCC(C)NC(=O)CCN1Cc2ccccc2OC(c2ccccc2)C1 (stereo not given)	0.1	6	-1.5	10

Next part:
structure	FBW7 activator	TEAD-YAP block	GPR151 activ	MITF primary
CCOP(C)(=O)C1(C#N)CC1 (stereo not given)	-0.1	1	-1.0	7
CC(=O)Oc1ccc(C2Nc3c(C(=O)O)cccc3C3C=CCC32)cc1 (stereo not given)	-1.0	10	0.1	66*
C=C(C)C1CC(N)=C(C(C)=O)C1 (stereo not given)	0.6	8	0.0	9
CCOC(=O)c1c(NC(=O)C(C)Oc2ccc(F)cc2)sc(C)c1C (stereo not given)	-0.2	1	1.5	-7
COc1ccc(Cl)cc1S(=O)(=O)N1CCCC1=O	-0.1	-6	-0.5	-7
O=C1/C(=C\c2ccc(Cl)c(Cl)c2)SC(=Nc2ccccc2)N1Cc1ccccc1	-0.2	-9	-1.1	5
COc1cccc(CNc2nc3ccc(C)cc3n3cnnc23)c1	-0.1	-1	-0.4	-1
Cc1ccccc1-n1c(=S)sc2c(=O)n(-c3ccccc3)c(SCC#N)nc21	-0.1	-5	0.4	0
CCOC(=O)c1sc(N)c(C#N)c1COC(=O)c1c(C)nn(-c2ccccc2)c1Cl	0.3	1	-1.6	14
Cc1ccc(CNC(=O)c2ccccc2C)cc1	0.1	5	-1.1	3

As a short view, five of the compounds above.
structure	FBW7 activator	TEAD-YAP block	GPR151 activ	MITF primary
CCOP(C)(=O)C1(C#N)CC1 (stereo not given)	-0.1	1	-1.0	7
CC(=O)Oc1ccc(C2Nc3c(C(=O)O)cccc3C3C=CCC32)cc1 (stereo not given)	-1.0	10	0.1	66*
C=C(C)C1CC(N)=C(C(C)=O)C1 (stereo not given)	0.6	8	0.0	9
CCOC(=O)c1c(NC(=O)C(C)Oc2ccc(F)cc2)sc(C)c1C (stereo not given)	-0.2	1	1.5	-7
COc1ccc(Cl)cc1S(=O)(=O)N1CCCC1=O	-0.1	-6	-0.5	-7

(continued)
structure	FBW7 activator	TEAD-YAP block	GPR151 activ	MITF primary
CCCCC[C@@H](O)/C=C/[C@H]1C=CC(=O)[C@@H]1CCCCCCC(=O)O	·	·	-0.8	-2
COc1cc(Nc2nc(NCc3cccc(C(F)(F)F)c3)c3ncn(-c4ccsc4)c3n2)cc(OC)c1OC	0.2	-14	0.1	19
N#Cc1ccccc1NC(=O)c1ccc([N+](=O)[O-])cc1	0.2	-10	0.7	2
CC1(C)C=C(c2ccc(C3=CC(C)(C)NC(C)(C)C3)s2)CC(C)(C)N1	0.3	-3	-0.8	15
O=C(NC1CC2CCC1C2)c1ccc(I)cc1 (stereo not given)	0.2	-39	-2.0	23
CC(C)Cc1nn(C)c(C(N)=O)c1[N+](=O)[O-]	0.2	3	-2.3	-11
CSc1nc(-c2ccc(C)cc2)cn1-c1ccccc1	-0.1	-88	0.9	0
Cn1cc(C2=C(c3ccc(Cl)cc3Cl)C(=O)NC2=O)c2ccccc21	0.0&0.1	8	-2.2&-0.4	-4&-4
Fc1ccc2[nH]c3c(c2c1)CN(CC1CCCCCCC1)CC3	-0.1	11	-2.7	2
O=[N+]([O-])c1ccc(Oc2ccc3nsnc3c2)c(Cl)c1	-0.2	8	-0.1	14

Next part:
structure	FBW7 activator	TEAD-YAP block	GPR151 activ	MITF primary
CCCC1CCC(c2ccc(C(=O)Nc3nc4c(C)cccc4s3)cc2)CC1 (stereo not given)	0.2	7	-0.7	12
Cc1ccc(NC(=O)c2ccc(OC3CSC3)cc2)cc1	-0.2	-9	0.3	6
O=C1CSC(c2ccco2)N1Cc1ccccc1 (stereo not given)	0.7	-4	-1.9	-4
Cc1ccc(C(c2nnnn2CC2CCCO2)N2CCN(C(=O)c3ccco3)CC2)cc1 (stereo not given)	0.0	9	0.5	2
COCCCNCCOCCOc1c(C)cccc1C(C)(C)C	-0.2	3	-0.8	50
O=C(c1cccc(F)c1)N1CCN=C1SCc1ccccc1F	-0.2	3	-0.3	-19
COC(=O)c1c(C)[nH]c(C(=O)C(C)OC(=O)c2ccc3ncsc3c2)c1C (stereo not given)	0.1	1	1.4	15
COCCNC(=O)[C@@H]1C[C@H](NCc2cc(C)ccc2C)CN1C1Cc2ccccc2C1	1.1	4	-0.1	4
CC1(C)CC(=O)C2=C(C1)N(c1ccccc1)C(N)=C(C#N)C2c1ccc2c(c1)OCO2 (stereo not given)	-0.2	-6	0.5	-7
O=C1C=C(NNC(=O)c2ccc(Cl)cc2)CCC1	-0.1	-16	0.5	3

(further entries)
structure	FBW7 activator	TEAD-YAP block	GPR151 activ	MITF primary
CC(C)CCC(=O)NCC1CCC2(CCN(C(=O)Cc3ccccc3)CC2)O1 (stereo not given)	0.7	-1	-0.9	10
O=c1oc2ccccc2c(O)c1C=Nc1cccc(Cl)c1	-0.1	3	-1.2	9
CCOC(=O)c1ccc(CN2C(=O)CCC2CCNCc2cccc(C(F)(F)F)c2)o1 (stereo not given)	0.0	1	1.5	7
CC(NC(=O)c1ccccc1)c1cccs1 (stereo not given)	0.8	12	1.3	-4
c1ccc2c(c1)OCC(CNc1nnc(Cc3ccncc3)c3ccccc13)O2 (stereo not given)	0.1	-8	0.0	7
CC(C(=O)NCCc1ccccc1)N1c2cccc3cccc(c23)S1(=O)=O (stereo not given)	0.5	0	0.2	1
CCCn1c(O)c(C=Nc2ccccc2)sc1=S	-0.1	-20	1.1	0
COC(=O)c1c(C(=O)OC)c2c3ccccc3ccn2c1Cl	0.0	-9	0.6	-12
OCc1ccc(-c2cnc(NCc3cccc(Cl)c3)c3nccn23)cc1	0.0	-6	-0.9	9
O=C(Nc1ccc(Cl)c(Cl)c1)C1C2CC/C=C\CCC21 (stereo not given)	0.6	-31	-1.0	13

Later entries
structure	FBW7 activator	TEAD-YAP block	GPR151 activ	MITF primary
O=C(c1cccc(Cl)c1)N1CCN(c2cc(-n3ccnc3)ncn2)CC1	0.1	-5	2.0	8
CCN1CCCC1CNC(=O)Cn1nc(C)n2c(cc3occc32)c1=O (stereo not given)	0.0	-2	0.1	5
CN1C(C(=O)NC(C)(C)CO)=CC(c2ccc(F)cc2)=NS1(=O)=O	0.1	4	-0.5	5
CSC1=NC2(CC(c3ccccc3)c3cc(Cl)c(O)cc3O2)CC(C)(C)N1 (stereo not given)	-0.1	-1	0.9	9
CCc1c(C(=O)NCc2ccccc2Cl)[nH]c(C)c1C(C)=O	0.1	-10	0.1	3
COCCNc1ccnc2c(-c3ccccc3F)cnn12	0.1	-7	-3.7	-9
Cc1ccc(Cl)c(OCC(O)CN2CCN(C(=O)c3ccccc3)CC2)c1 (stereo not given)	0.6	-6	0.4	8
CN(C)c1ccc(C(=O)N/N=C/c2ccccc2)cc1	-0.1	-38	4.7	2
Fc1ccc(/C=N/Nc2cc(N3CCOCC3)ncn2)cc1	-0.5	-24	-0.4	-2
NC(=O)c1nonc1NCn1nnc2ccccc21	0.3	7	-0.9	1

The results go on:
structure	FBW7 activator	TEAD-YAP block	GPR151 activ	MITF primary
COc1ccc(Cl)cc1NC(=O)c1c(O)c2ccccc2[nH]c1=O	-0.1	-5	3.4	4
O=C(COC(=O)c1cc(Cl)cc(Cl)c1)NC1CC1	0.1	7	-1.2	6
CCc1nn(CC(=O)N(Cc2cccnc2)C2CC2)c(=O)c2cc3ccsc3n12	0.5	2	1.0	12
COC(=O)c1ccc2c(=O)n(CCc3ccc(OC)c(OC)c3)c(SCC(=O)Nc3ccc(C)c(Cl)c3)nc2c1	0.1	-2	-0.4	-16
CC(Oc1ccccc1)C(=O)Nc1ccc(O)cc1C(=O)O (stereo not given)	0.4	8	-0.4	24
O=C(Nc1ccc(Br)cc1)C12CC3CC(CC(C3)C1)C2	-0.1	-9	-1.7	-3
Cc1cc(Cl)cc(C)c1OCCOCCNC(C)(C)C	0.0	3	0.4	67*
O=S(=O)(c1ccc(Cl)cc1)N1CCC2(CC1)Nc1ccccc1-n1cccc12	-0.2	-2	0.3	4
COc1cccc(OCc2nnc(SCC(=O)N3CCCC3)n2C)c1	-0.1	-6	-0.1	-1
C#CC(C)OC1(c2ccc(Cl)cc2)OC(=O)c2ccccc21 (stereo not given)	-0.1	-12	1.7	9

Following part.
structure	FBW7 activator	TEAD-YAP block	GPR151 activ	MITF primary
CC(=O)NC1(c2ccccc2)CCN(CC(=O)Nc2ccccc2N2CCOCC2)CC1	-0.1	3	-1.1	10
COc1cc(OC)cc(C(=O)NCc2nnc(SCC(=O)N3N=C(c4cccs4)CC3c3ccc(C)cc3)n2-c2ccccc2)c1 (stereo not given)	0.3	18	-1.7	1
Cc1cc(C)nc(N2CCCC(C(=O)Nc3ccc(Br)cc3)C2)n1 (stereo not given)	-0.1	2	0.1	-1
COc1ccc(CN2CCN(Cc3cc(OC)cc(OC)c3)CC2)cc1	-0.1	-1	17*	77*
